Compound activity (PubChem)
AmpC inh det – inhibitors of E. coli AmpC beta-lactamase with detergent. purified AmpC, nitrocefin hydrolysis with detergent. 71,000 tested, 0.09% active. Potency, µM (doses to about 28.7 µM), for inactives: at the top dose activity change, negative = inhibition; active = well fitted curve in the direction sought with a large enough effect
Target sequence (P00811 whole entry, looked up): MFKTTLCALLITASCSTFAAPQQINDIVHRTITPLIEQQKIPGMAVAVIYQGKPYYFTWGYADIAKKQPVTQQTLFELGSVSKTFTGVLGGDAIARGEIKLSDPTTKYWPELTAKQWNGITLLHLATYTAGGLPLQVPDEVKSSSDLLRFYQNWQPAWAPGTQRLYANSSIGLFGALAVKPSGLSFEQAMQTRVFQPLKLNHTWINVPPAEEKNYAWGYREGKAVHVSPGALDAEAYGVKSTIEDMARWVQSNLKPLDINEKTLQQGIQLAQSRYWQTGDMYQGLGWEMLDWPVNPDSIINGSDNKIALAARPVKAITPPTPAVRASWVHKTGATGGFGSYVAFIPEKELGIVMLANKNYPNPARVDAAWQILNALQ
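E. coli AmpC (5.3 nM) in 20 mM phosphate pH 7.0 with 0.01% Triton X-100, preincubated 15 min RT with compound; nitrocefin (2 uL of 800 uM stock) hydrolysis followed by 480 nm absorbance every 20 s over 4 min.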
* marks the source's active call; other numbers are inactive results; [ ] = dose if it differs, or a comment. % is set by controls: 0 for no effect and ±100 for the full control effect; potency is the fitted concentration of half-maximal effect.

SMILES	AmpC inh det
CCNc1ncc2nc(-c3ccc(OC)cc3)c(=O)n(Cc3cccc(OC)c3)c2n1	-1%
Nc1nc(CSc2nnnn2-c2ccccc2)nc(N2CCCc3ccccc32)n1	-6%
CCS(=O)(=O)Nc1ccc(C(=O)CC2(O)C(=O)Nc3ccccc32)cc1 (stereo not given)	7%
COc1ccc(CCNC(=O)C2CCN(C(=O)N(C)C)CC2)cc1OC	0%
COc1cc2[nH]c(=O)n(CCCCCC(=O)NCCCN3CCOCC3)c(=O)c2cc1OC	-2%
Cc1nnc2sc(-c3csc4c3CCCC4)nn12	-6%
O=C1CSC(=Nc2ccccc2Cl)N1	-6%
Cc1cc(C)c(NC(=O)C(C)(C)C)c(Cl)c1	0%
COc1ccccc1-c1nnc(SCc2nc3ccccc3[nH]2)n1C	-3%
Cn1c2ccccc2c2cc(C(=O)OCC(=O)N3CC(=O)Nc4ccccc43)sc21	-3%
COc1ccc(NC(=O)CSc2nnc(-c3cccs3)n2Cc2ccco2)cc1OC	8%
CCCC(=O)Nc1ccccc1NC(C)=O	-4%
O=C(CCC1CCCC1)c1c(O)c2ccccc2oc1=O	0%
COc1ccc(CN2CCCCC2c2cccnc2)c(OC)c1C (stereo not given)	-1%
COc1ccc(-n2c(C)nnc2SCC(=O)N2C(C)CCCC2C)cc1 (stereo not given)	9%
COc1ccc(N(CC(=O)Nc2ccc3c(c2)OCCO3)S(=O)(=O)c2cccnc2)cc1	4%
Cc1[nH]c(-c2ccco2)nc1C(=O)O	-2%
COc1ccccc1CNc1cc(-c2ccccc2C)ncn1	11%
CCOC(=O)N1CCN(C(=O)CCn2nc(-c3ccc(Cl)cc3)ccc2=O)CC1	6%
Cc1ccc(Nc2cc(C)nc3nc(C)nn23)c(C)c1	6%

A different layout for some results above.
mol | AmpC inh det
Cc1cc(C)c(NC(=O)C(C)(C)C)c(Cl)c1 | 0%
COc1ccccc1-c1nnc(SCc2nc3ccccc3[nH]2)n1C | -3%

The listing picks up, repeating the three entries before the break.
SMILES	AmpC inh det
COc1ccccc1CNc1cc(-c2ccccc2C)ncn1	11%
CCOC(=O)N1CCN(C(=O)CCn2nc(-c3ccc(Cl)cc3)ccc2=O)CC1	6%
Cc1ccc(Nc2cc(C)nc3nc(C)nn23)c(C)c1	6%
COc1nccc(Nc2ccccc2)c1C#N	-3%
COc1ccc(N2CCN(C(=O)CSc3nnnn3-c3ccc4c(c3)OCCO4)CC2)cc1	9%
Oc1ccc2ccccc2c1CN(Cc1c(O)ccc2ccccc12)C1CCCCC1	1%[5.75 µM]
CC1(C)CC(=O)C(CC(=O)NC(=O)NCc2ccccc2)=C(O)C1	-3%
NCCCC(=O)N1c2ccccc2Sc2ccccc21	4%
COc1ccccc1NC(=O)c1ccccc1-c1nc(-c2ccccc2OC)no1	-3%
Cn1nnnc1SCc1nc2ccccc2[nH]1	0%
CC[C@@H]1OC(=O)[C@@H](C)[C@H](O[C@@H]2C[C@@](C)(OC)[C@@H](O)[C@H](C)O2)[C@H](C)[C@H](O[C@@H]2O[C@@H](C)C[C@@H](N(C)C)[C@H]2O)[C@@](C)(O)C[C@H](C)C(=O)[C@@H](C)[C@H](O)[C@@]1(C)O	-1%
Nc1ccc(Cc2ccc(N)c(Cl)c2)cc1Cl	10%
COc1ccccc1N1CCN(C(=O)COc2ccc(C)cc2Br)CC1	10%
O=C(Nc1nc2cc3c(cc2s1)OCCO3)c1cccc(S(=O)(=O)N2CCOCC2)c1	-2%
Cc1ccc(S(=O)(=O)Nc2cc(NC(=O)CN3CCOCC3)ccc2Cl)cc1	-1%
O=S(=O)(NCCNC/C=C\c1ccc(Br)cc1)c1cccc2cnccc12	-5%
Cc1cc(NC(=O)NC(=O)c2ccc(F)cc2F)n[nH]1	-3%
O=C(CSc1nc(-c2ccccc2)cs1)NCc1ccco1	-1%
C=CCN1C(=O)C2(c3ccccc31)C1CCCC=C1C(C#N)=C(N)C2(C#N)C#N (stereo not given)	-3%
COc1ccc(C=Nc2c(O)ccc3ccccc23)cc1OC	-1%[5.75 µM]
O=C(CCn1cnc2ccccc2c1=O)Nc1ccc2c(c1)OCCO2	-4%
Cc1cc(C)c(C#N)c(N2CCN(CCOc3ccc(Cl)cc3)CC2)n1	-7%
Cc1ccc(NC(=O)CSc2nc3ccccc3c(=O)n2CCCC(=O)N2CCCC2)cc1	0%
CCn1c(C)nc2cc(C(=O)OCCC(F)(F)F)ccc21	12%
COc1ccccc1NC(=O)N1CCc2[nH]c3ccc(F)cc3c2C1	7%
COc1cc([C@H]2c3cc4c(cc3[C@@H](O[C@H]3O[C@H]5CO[C@@H](C)O[C@H]5[C@@H](O)[C@@H]3O)[C@@H]3COC(=O)[C@H]23)OCO4)cc(OC)c1O	2%[12.8 µM]
COCCCNc1nc2c(c(=O)[nH]c(=O)n2C)n1CC(O)COc1cccc(C)c1 (stereo not given)	-2%
CCOC(=O)c1ccc(NC(=O)c2cnccn2)cc1	-2%
CCOc1ccccc1NC(=O)C1CCN(c2ccc(S(=O)(=O)N3CCCC3)cc2)CC1	0%
O=C(O)c1ccc2oc(SCC(=O)N3CCCCC3)nc2c1	-5%
Nc1cc(N)nc(SCC(=O)Nc2ccc3c(c2)OCCCO3)n1	-1%
CCN1CCCC1CN(Cc1cc2ccc(C)c(C)c2[nH]c1=O)C(=O)Nc1ccccc1OC (stereo not given)	12%
CCSc1nnc(Cc2cc(=O)[nH]c(=O)[nH]2)n1-c1ccc(F)cc1	14%
O=C(OCCN1CCOCC1)c1cccnc1	-2%
CN(C(=O)c1ccncc1)C1CCS(=O)(=O)C1 (stereo not given)	-2%
Cc1nc2c(-c3ccccc3)c(C)nn2c(C)c1CCC(=O)N1CCC2(CC1)OCCO2	2%
O=C(Nc1nncs1)C1COc2ccccc2O1 (stereo not given)	-3%
O=C(O)C1CC(=O)N(Cc2ccccc2)C1 (stereo not given)	13%
CC(=O)ON(C(C)=O)S(=O)(=O)c1ccc(Cl)cc1	-6%
Nc1nnc(CC(=O)NCc2ccccc2)s1	-2%
O=C1c2oc3ccccc3c(=O)c2C(c2cccc(Br)c2)N1Cc1ccco1 (stereo not given)	11%
O=C(CN1CCOCC1)NC1C2CC3CC(C2)CC1C3 (stereo not given)	-3%
COc1cccc(Cn2c(=O)c(-c3cc(F)cc(F)c3)nc3cnc(N4CCNCC4)nc32)c1	0%
N=c1c2c(-c3ccccc3)c(-c3ccccc3)n(Cc3ccco3)c2ncn1Cc1ccco1	-1%
COCCn1c(SCC(=O)NCCc2ccccc2)nnc1-c1ccco1	9%
Cc1cccc(-n2ncc3c(NC(C)C)ncnc32)c1	12%
CCOC1(OCC)N=C(N)C2(C#N)C(c3cccc(OC)c3OC)C12C#N (stereo not given)	-2%
CCOc1ccc(NC(=O)CCNc2c(N3CCCC3)c(=O)c2=O)cc1	-2%
NC(=O)c1c(N)sc2c1CCCCC2	-1%
CCN(CC)S(=O)(=O)c1cccc(C(=O)NCC(=O)OCC(=O)NCc2ccccc2)c1	-4%
COc1ccccc1NC(=O)C1=C(C)Nc2ncnn2C1c1ccc(C)o1 (stereo not given)	18%
C=CCC1(O)C(=O)N2C(=C1C(=O)N1CCOCC1)c1ccccc1CC2(C)C (stereo not given)	-2%
CCOc1ccc2[nH]c(=O)c(CN(Cc3ccccc3)C(=O)N3CCCC3)cc2c1	11%
c1csc(CNc2nc(-c3ccc4c(c3)OCO4)nc3ccccc23)c1	10%
CCN(CC(=O)Nc1ccc2c(c1)OCCO2)CC(=O)Nc1cc(C)on1	-5%
O=C(CCC1CCCC1)N1CCN(C(=O)c2ccco2)CC1	8%
O=C(O)c1ccc2c(c1)nnn2C1CCCCC1	-4%
CC(=O)N=c1sc2c3ccccc3ccc2n1C	-4%
COc1ccc(-c2nnco2)cc1OC	-3%
O=C(NCCOc1ccccc1)c1ccc2c(c1)OCO2	-1%
Cc1c(C)n(C(=O)CSc2nncn2C)c2ccccc12	4%
CN1CCN(CC(=O)N2CCn3c4c(c5cc(C6CCCCC6)ccc53)CCCC42)CC1 (stereo not given)	-3%
CCC(=O)Nc1ccc(S(=O)(=O)c2ccc(NC(=O)CC)cc2)cc1	0%
Following part
SMILES	AmpC inh det
c1ccc(CSc2nnc(Cc3ccccn3)o2)cc1	-6%
Nc1ncnc2c([C@@H]3O[C@@H](CO)[C@H](O)[C@@H]3O)nsc12	4%[5.75 µM]
CS(=O)(=O)N(CC(=O)Nc1cccnc1)c1ccc2c(c1)OCCO2	-1%
CCOC(=O)c1ccc(N2CSC3=C(C#N)C(c4ccc(OC)cc4OC)CC(=O)N3C2)cc1 (stereo not given)	12%
Cc1ccccc1CSCC(=O)c1c(N)n(C)c(=O)n(C)c1=O	-4%
Cc1ccnc2c(N3C(=O)C4C5C=CC(C5)C4C3=O)cccc12 (stereo not given)	1%
CCOC(=O)C1=C(N)OC2=C(C(=O)CC(C)(C)C2)C1c1ccoc1 (stereo not given)	-4%
CCC(=O)N1CCN(c2ccc(Cl)cc2NC(=O)Cc2ccccc2)CC1	-1%
O=S(=O)(c1cc(Cl)ccc1Br)N1CCCCC1	-4%
COc1ccc(/C(C)=N\n2cnnc2)cc1	-1%
Cc1ccc(C(O)CN2C3=NCCN3c3ccccc32)cc1 (stereo not given)	0%
CC(=O)N(c1ccccc1)C1SC(=O)N(c2ccccc2)C1=O (stereo not given)	-3%
CC1N=C2c3ccccc3N=C(SCc3cc(=O)n4ccccc4n3)N2C1=O (stereo not given)	2%
FC(F)(F)c1nc2ncc(Cl)cc2[nH]1	-3%
O=C(CCCSc1nc2ccccc2[nH]1)N1CCN(c2ccccc2)CC1	-6%
Cn1c(C(=O)OC(C(=O)NC2CCCCC2)c2ccncc2)cc2sccc21 (stereo not given)	-1%
CC(C)Cn1c(CN(Cc2ccccc2)Cc2ccccc2)nc2c1c(=O)n(C)c(=O)n2C	9%
CN1C(=O)NC(c2cccc(O)c2)C(C(=O)c2cccs2)C1(O)C(F)(F)F (stereo not given)	0%
C=CCn1c(C)cc(C(=O)CN2C(=O)c3ccccc3C2=O)c1C	-3%
Cc1ccc(-n2c(SCC(=O)OC(C)C)nnc2-c2cnccn2)cc1	-3%
CN(C1CCCCC1)S(=O)(=O)c1ccc(NC(=O)c2ccco2)cc1	-3%
N#Cc1ccc(CN2CCCC3(CCN(C(=O)c4ccco4)CC3)C2)cc1	-2%
Cc1ccc2nc(NC(=O)C3CCCN(S(=O)(=O)c4cccc5nsnc45)C3)sc2c1 (stereo not given)	-4%
CCn1c(COc2ccc(OC)cc2)nnc1SCC(=O)Nc1cc(OC)ccc1OC	0%
O=c1cc(Cn2nnc(-c3ccc(Cl)cc3)n2)nc2sccn12	-4%
Cc1csc(NC(=O)C2CCCN(S(=O)(=O)c3cccnc3)C2)n1 (stereo not given)	14%
Cc1ccc(NC(=O)C2CC(=O)NC(N3CCCCC3)=N2)cc1Cl (stereo not given)	-7%
O=C(OCC(=O)N1CCC(Cc2ccccc2)CC1)c1ccc[nH]c1=O	8%
CCOc1ccc(-c2nnc(NC(=O)c3ccc(OCC(C)C)c(OC)c3)o2)cc1	-4%
COc1ccc(NC(=O)Nc2c(C)n(-c3ccccc3)c(=O)n2C)cc1OC	-5%
O=C(Cn1cc(C(=O)c2ccco2)c2ccccc21)NC1CCCC1	1%
CNC(=O)c1cc(C)c(-c2ccccc2)s1	-3%
CN(Cc1ccccc1)Cc1nc2c(c(=O)n(C)c(=O)n2C)n1Cc1ccccc1Cl	-1%
Cc1ccc2cc(CN(Cc3nnnn3C3CCCCC3)CC3CCCO3)c(=O)[nH]c2c1 (stereo not given)	11%
Cc1cccc(C)c1NC(=O)CN1CCN(CCCC(c2ccc(F)cc2)c2ccc(F)cc2)CC1	0%[12.8 µM]
CCCn1c2c(c(O)c(C(=O)Nc3ncccc3O)c1=O)CCCC2	2%
NC(=NCc1ccc(Cl)c(Cl)c1)NC(=O)c1nc(Cl)c(N)nc1N	0%
O=P(O)(CCc1ccccn1)CN1CCOCC1	-1%
CC1Cc2cc(/C(O)=C3/C(=O)C(=O)N(Cc4ccco4)C3c3cccs3)ccc2O1 (stereo not given)	-9%
COc1ccc2[nH]cc(CCNc3cc(-c4ccc5c(c4)OCO5)ncn3)c2c1	3%

Some values from the list:
For AmpC inh det, NC(=NCc1ccc(Cl)c(Cl)c1)NC(=O)c1nc(Cl)c(N)nc1N has 0%
For AmpC inh det, O=C(Cn1cc(C(=O)c2ccco2)c2ccccc21)NC1CCCC1 has 1%

New compounds follow:
SMILES	AmpC inh det
CN=c1scc(C)n1/N=C/c1ccc2c(c1)OCO2	-2%
CCCCS(=O)(=O)c1sc2nc(C)cc(C)c2c1N	-2%
COC(=O)c1c(F)c(F)c(NCCO)c(F)c1F	11%
CC(=O)Nc1nc2ccccc2n1Cc1ccccc1C	-5%
O=c1c2cc(N3CCOCC3)ccc2[nH]c(=S)n1CC1CCCO1 (stereo not given)	-2%

Random excerpt: six compounds from above.
SMILES	AmpC inh det
O=S(=O)(NCCNC/C=C\c1ccc(Br)cc1)c1cccc2cnccc12	-5%
COC(=O)c1c(F)c(F)c(NCCO)c(F)c1F	11%
CCOC(=O)C1=C(N)OC2=C(C(=O)CC(C)(C)C2)C1c1ccoc1 (stereo not given)	-4%
COc1ccccc1NC(=O)N1CCc2[nH]c3ccc(F)cc3c2C1	7%
COCCCNc1nc2c(c(=O)[nH]c(=O)n2C)n1CC(O)COc1cccc(C)c1 (stereo not given)	-2%
CCS(=O)(=O)Nc1ccc(C(=O)CC2(O)C(=O)Nc3ccccc32)cc1 (stereo not given)	7%

Not all compounds are listed; count on the stated rates, not on these rows.
